Lamin A splicing = qHTS Assay for Modulators of Lamin A Splicing; HeLa LMNA splicing GFP/RFP minigene ratio, 48 h; actives 0.01% (n = 200,000); Potency, µM (highest dose often 46.1 µM), inactives show at the highest dose ratio change, negative = inhibition, actives largely listed as inhibitors; active means well fitted inhibition curve with a large enough effect in the signal ratio, with a control signal flat, not every such curve was filed as active; inconclusive means small, poorly fitted or top-dose-only effect, or effect the other way, or a change in a side signal; the % refers to the signal ratio; further: potency means the concentration at half of the fitted maximal effect; on the % scale 0 is the no-effect control and ±100 the full control effect
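S3 HeLa cells stably expressing lamin A-EGFP splicing minigene plus DsRed2, 600 cells/well, 48 h compound exposure at 37C. Laser-scanning cytometry; analysed as GFP (500-530 nm)/RFP (575-640 nm) total intensity ratio; 0.5% DMSO vehicle.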
Epigenetic reg = Quantitative High-Throughput Screen for Regulators of Epigenetic Control; murine LDR cells, GFP reporter derepression, 30 h; Potency, µM (highest dose often 53.9 µM), for the others: at the highest dose GFP activation, actives largely listed as activators; actives 0.2% (n = 280,000); AID 1865, 2009; further: potency means the concentration at half of the fitted maximal effect; % of control where 0% means no effect; nearly all actives have a fitted effect of over 60% in size
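Reporter derepression read as number of fluorescent GFP-positive objects, 20-120 um in size, counted by laser-scanning cytometer. Mouse LDR line with an epigenetically silenced CMV-GFP locus; compound incubation 30 h, 37 C.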
NPSR antagonist = qHTS Assay for Antagonists of the Neuropeptide S Receptor: cAMP Signal Transduction | CHO-NPSR cells, cAMP TR-FRET, antagonist mode | Potency, µM (titrated, usually from 38.3 µM), for the others: at the top dose activity change, negative = inhibition, usual class: inhibitors | actives 1% (n = 220,000) | AID 1461, 2008; further: potency means the concentration at half of the fitted maximal effect; on the % scale 0 is the no-effect control and ±100 the full control effect; nearly all actives have a fitted effect of over 50% in size; many of its hits are not listed in these tables
CBFb-RUNX1 inh = qHTS Assay for Compounds Blocking the Interaction Between CBF-beta and RUNX1 for the Treatment of Acute Myeloid Leukemia; Potency, µM (titrated, usually from 59.8 µM), for the others: top-dose activity, negative = inhibition, usual class: inhibitors; Runt-related transcription factor 1 (Homo sapiens) + Core-binding factor subunit beta …; 230,000 tested, under 10 active; AlphaScreen CBFb-His/RUNX1-biotin binding, biochemical; further: % of control where 0% means no effect
Target sequence (Q01196 whole entry, looked up): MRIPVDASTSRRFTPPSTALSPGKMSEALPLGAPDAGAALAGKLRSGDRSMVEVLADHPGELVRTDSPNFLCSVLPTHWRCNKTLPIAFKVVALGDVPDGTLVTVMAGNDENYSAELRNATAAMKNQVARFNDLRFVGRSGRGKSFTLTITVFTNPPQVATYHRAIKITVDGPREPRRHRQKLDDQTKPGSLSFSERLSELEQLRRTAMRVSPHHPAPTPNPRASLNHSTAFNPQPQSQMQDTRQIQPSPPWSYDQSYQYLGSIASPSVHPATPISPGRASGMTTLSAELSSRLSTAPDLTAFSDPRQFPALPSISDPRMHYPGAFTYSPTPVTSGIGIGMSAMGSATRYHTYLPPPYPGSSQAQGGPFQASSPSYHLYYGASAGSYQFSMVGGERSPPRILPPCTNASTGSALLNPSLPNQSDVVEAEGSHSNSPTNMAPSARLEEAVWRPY
Target sequence (Q13951 whole entry, looked up): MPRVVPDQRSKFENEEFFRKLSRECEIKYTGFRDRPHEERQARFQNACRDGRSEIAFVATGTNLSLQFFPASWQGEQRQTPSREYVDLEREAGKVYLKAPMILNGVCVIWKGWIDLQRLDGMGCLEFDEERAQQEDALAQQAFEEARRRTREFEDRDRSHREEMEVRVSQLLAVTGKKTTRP
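Interaction loss through any mechanism counts as activity. Pre-formed complex of His-CBF-beta and biotin-RUNX1 (30 nM apiece) is incubated with compound 15 min, then with 50 ng nickel and 50 ng streptavidin beads for 90 min before AlphaScreen detection.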
GLA spleen mod = qHTS Assay for Inhibitors and Activators of Human alpha-Galactosidase From Spleen Homogenate | Potency, µM (titrated, usually from 80 µM), without a hit: at the top dose activity change, negative = inhibition, hits mostly inhibitors | actives 0.008% (n = 240,000) | human spleen homogenate, 4MU-alpha-Gal fluorescence, 40 min;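 further: potency means the concentration at half of the fitted maximal effect; 0% = enzyme with vehicle and -100% = no enzyme basal signal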
Target sequence (P06280 32-429 limits assumed): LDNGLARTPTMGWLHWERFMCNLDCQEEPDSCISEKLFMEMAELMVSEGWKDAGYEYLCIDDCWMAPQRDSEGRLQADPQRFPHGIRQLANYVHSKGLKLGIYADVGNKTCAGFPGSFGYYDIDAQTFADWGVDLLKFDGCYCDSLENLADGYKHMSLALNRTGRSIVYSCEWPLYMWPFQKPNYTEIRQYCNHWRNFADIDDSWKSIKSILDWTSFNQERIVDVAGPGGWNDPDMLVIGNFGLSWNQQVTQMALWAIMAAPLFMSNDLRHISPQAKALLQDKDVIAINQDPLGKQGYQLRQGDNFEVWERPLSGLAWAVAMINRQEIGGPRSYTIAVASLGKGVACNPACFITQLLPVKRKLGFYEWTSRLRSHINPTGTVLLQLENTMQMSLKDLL
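Human spleen homogenate (1 ug) was the enzyme source, with 4-methylumbelliferyl-alpha-D-galactopyranoside (1 mM final) in pH 5.0 citrate buffer with 0.01% Tween-20. Compounds were titrated; after 40 min at 37C, NaOH/glycine stop, 4-MU fluorescence read; AC50 from Hill fits.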
Luc counter = Counterscreen for Luciferase (Kinase-Glo TM) Inhibition | Luciferin 4-monooxygenase (Photuris pensylvanica), Q27757 | Kinase-Glo luciferase, ATP luminescence, 8 min | Potency, µM (titrated, usually from 38.3 µM), inactives show top-dose activity change, negative = inhibition, actives largely listed as inhibitors | actives 0.28% (n = 200,000) | AID 1379, 2008; further: potency means the concentration at half of the fitted maximal effect; on the % scale 0 is the no-effect control and ±100 the full control effect; nearly all actives have a fitted effect of over 60% in size
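Recombinant Kinase-Glo luciferase, 10 uM ATP (linear range), luciferin; imidazole pH 7.2 / KCl / MgCl2 / Tween / BSA buffer; 8 min RT; luminescence.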
IMPase Li inh = qHTS Assay for Identifying the Cell-Membrane Permeable IMPase Inhibitors: Potentiation with Lithium; Potency, µM (titrated, usually from 59.4 µM), for inactives: top-dose activity, negative = IMPase inhibition, most hits filed as inhibitors; AID 1457, 2008; CHO-M1 cells, IP1 TR-FRET (IP-One), carbachol + lithium; actives 0.35% (n = 210,000);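 further: IP1 builds up when IMPase is blocked and the TR-FRET signal falls; potency means the concentration at half of the fitted maximal effect; plate controls were basal vehicle for no effect and high inhibitor control for full effect; nearly all actives have a fitted effect of over 50% in size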
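Lithium-sensitised IP1 accumulation assay; M1-expressing CHO cells treated 30 min at 37C with compound. Competitive antibody detection by time-resolved FRET followed a 10 min room-temperature lysis step.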
* hit, by the source's call; u = inconclusive; x = no result given; [ ] = remark or other dose. Unless noted, the call rests on the fitted dose curve; in most records, active means well fitted curve in the direction sought with a large enough effect; inconclusive means small, poorly fitted or top-dose-only effect, or another doubt; inactive means no such curve, though single readings can be large; an effect the other way counts as inactive or inconclusive. This is a subset; the hit share may differ from the screen's.

Every second line gives: NPSR antagonist	Luc counter	IMPase Li inh	CBFb-RUNX1 inh	Epigenetic reg	GLA spleen mod	Lamin A splicing
CC(C)CCN(C)C1CCN(S(=O)(=O)c2cccc(C(F)(F)F)c2)CC1
    9%[46.1 µM]	-1%	27%[38.3 µM]	9%	-0.8%	-5%	22%
Cc1cccc(C(=O)NNS(=O)(=O)c2ccccc2[N+](=O)[O-])c1
    -11%[46.1 µM]	9%	4%	0%	-1.2%	4%	-5%
COc1ccc(N=NC2=C(O)CC(C)(C)CC2=O)cc1
    -30%[46.1 µM]	-9%	14%[38.3 µM]	7%	-2.0%	4%	u
c1cnc(Nc2nc(-c3ccc4ccccc4c3)cs2)nc1
    9%[46.1 µM]	-9%	-2%[38.3 µM]	2%	0.0%	4%	8%
O=C1C2CCCCN2C(=O)N1CCN1CCN(c2ccc([N+](=O)[O-])cc2)CC1 (centres undefined)
    -4%[46.1 µM]	5%	2%	11%	-0.9%	-6%	u
Cc1cc2cc3c(N)[nH]nc3nc2cc1C
    -20%[46.1 µM]	-20%	17%[38.3 µM]	-3%	0.9%	-11%	u
O=C(CCSc1ccccc1)NC(=O)COC(=O)C1CCCCC1
    -12%	3%	-6%	u	-1.4%	3%	x
COc1ccc(Cl)cc1NC(=O)CN1CCc2ccccc21
    45%	x	x	-3%	-1.0%	4%	x
COc1ccc(C(=O)COC(=O)CN2C(=O)C3C4C=CC(C5CC45)C3C2=O)cc1 (centres undefined)
    5%	-4%	7%	13%	-0.6%	-3%	-8%
CN1CCN(CC(=O)Nc2nnc(-c3cccs3)s2)CC1
    9%	-2%	-5%	1%	0.0%	-11%	-10%
COc1cccc(-n2c(Cc3cc(=O)[nH]c(=O)[nH]3)nnc2SCC(=O)NC2CCCCC2)c1
    4%[46.1 µM]	2%	6%[38.3 µM]	-2%	0.8%	9%	10%
Cc1ccc(CSc2ccc3nnc(-c4cccnc4)n3n2)cc1
    -12%[46.1 µM]	0%	6%	0%	1.0%	1%	-25%
CC1(C)CC(=O)C=C(NCC2CCCO2)C1 (centres undefined)
    -1%[46.1 µM]	-5%	-14%[38.3 µM]	3%	-2.0%	-14%	8%
COc1ccc(N/C=C2/Sc3ccccc3NC2=O)cc1
    -9%	-5%	8%	3%	3.3%	-4%	x
O=C1CC(C(=O)N2CCN(c3ccc(F)cc3)CC2)CN1CCc1ccccc1 (centres undefined)
    5%[46.1 µM]	-3%	1%[38.3 µM]	1%	0.8%	3%	-5%
O=C(CSc1nnc(-c2ccc3c(c2)OCO3)o1)Nc1ncc(Cl)cc1Cl
    23%	1%	-5%	-5%	14%	-3%	-20%
CC(C)(C)N1CC(c2nc3ccccc3n2Cc2ccccc2)CC1=O (centres undefined)
    -20%[46.1 µM]	-6%	35%[38.3 µM]	-1%	-6.5%	3%	-7%
Cc1cccc(NS(=O)(=O)c2cc([N+](=O)[O-])ccc2C)n1
    4%	6%	3%	5%	12%	-1%	6%[46 µM]
COc1ccc(Oc2coc3cc(OC(=O)N4CCOCC4)ccc3c2=O)cc1
    6%[46.1 µM]	-1%	18%[38.3 µM]	15%	5.4%	u	u
CCOC(=O)OCC
    x	x	10%	1%[21.7 µM]	x	2%	x
O=c1c2cc(Cl)ccc2[nH]c(=S)n1Cc1ccco1
    5%[46.1 µM]	-2%	-6%[38.3 µM]	-5%	-0.8%	2%	18%
Cn1nnc(NCc2cc(Br)ccc2OCc2ccccc2F)n1
    -34%	0%	11%	-7%	0.5%	-6%	x
O=C(O)c1nn2c(c1Br)NC(c1ccccc1)CC2C(F)(F)F (centres undefined)
    -14%[46.1 µM]	2%	-4%[38.3 µM]	4%	-1.1%	-6%	-2%
CCOc1ccc(-n2c(=O)c3sccc3n(CC(=O)NCCc3ccc(OC)c(OC)c3)c2=O)cc1
    6%	-2%	-2%	5%	1.4%	9%	x
O=C(NCc1ccc(N2CCCC2=O)cc1)c1cn(CCc2ccccc2)nn1
    -6%[46.1 µM]	1%	23%[38.3 µM]	6%	1.0%	9%	-1%
COc1ccc(-c2nnc3ccc(SCC(=O)NCC4CCCO4)nn23)cc1 (centres undefined)
    -1%[46.1 µM]	3%	32%[38.3 µM]	-1%	-0.8%	-9%	-1%
COc1ccc(CCNC(=O)/C(=C/c2cccnc2)NC(=O)c2ccccc2)cc1
    15%	-2%	4%	-12%	-0.9%	-6%	-6%
CC(O)CN(Cc1ccc(Cl)cc1)CC(C)O (centres undefined)
    -3%[46.1 µM]	0%	3%[38.3 µM]	7%	1.1%	-1%	4%
CC1(C)CN(c2ccccc2)N(C(=O)c2ccc(C#N)cc2)C1=O
    -14%[46.1 µM]	-1%	-11%[38.3 µM]	0%	0.0%	12%	11%
O=S(=O)(c1ccccc1Oc1ccc(Cl)cc1Cl)N1CCCCC1
    -14%	x	x	7%	5.5%	0%	u

As entered above.
COc1ccc(N/C=C2/Sc3ccccc3NC2=O)cc1 in GLA spleen mod = -4%
COc1ccc(Oc2coc3cc(OC(=O)N4CCOCC4)ccc3c2=O)cc1 in CBFb-RUNX1 inh = 15%

Continued:
Every second line gives: NPSR antagonist	Luc counter	IMPase Li inh	CBFb-RUNX1 inh	Epigenetic reg	GLA spleen mod	Lamin A splicing
Cc1ccccc1NC(=S)NCCc1c[nH]c2ccccc12
    -12%	-2%	6%	-27%	0.0%	-9%	u
Cc1nc2[nH]c(=S)n(C)c(=O)c2nc1C
    5%	0%	2%	7%	12%	3%	u
O=C(COC(=O)c1ccc(S(=O)(=O)N2CCc3ccccc3C2)cc1)NC1CCS(=O)(=O)C1 (centres undefined)
    24%	-1%	4%	18%	-0.6%	11%	x
Cc1[nH]nc2c1C(C(C)C)C(C#N)=C(N)O2 (centres undefined)
    -2%[46.1 µM]	12%	-6%[38.3 µM]	-3%	1.0%	-4%	-13%
O=C(NCCCCc1ccccc1)c1ccccc1Cl
    -4%	0%	-4%	0%	3.3%	2%	x
CCOc1ccc(CNC(=O)c2ccco2)cc1
    24%	1%	-2%	4%	-1.1%	2%	10%[46 µM]
COc1ccc(NC(=O)c2nc3nccc(C)n3n2)cn1
    0%[46.1 µM]	-16%	25%[38.3 µM]	-1%	-0.1%	-14%	1%
COc1ccccc1-c1cc(C(=O)N2CCc3ccccc3C2)c2ccccc2n1
    u	9%	19%[38.3 µM]	-7%	-1.1%	-4%	u
CN(CCCNC(=O)CN1C(=O)CC(C)(C)S(=O)(=O)c2ccccc21)C1CCCCC1
    13%[46.1 µM]	6%	-4%[38.3 µM]	5%	-5.8%	-7%	5%
O=c1c(S(=O)(=O)c2ccc(Cl)cc2)cn(Cc2ccccc2)c2ccc(F)cc12
    -28%	0%	-8%	2%	2.2%	6%	2%
O=C(c1cccs1)N1CCC(c2ccccc2)C1 (centres undefined)
    21%[46.1 µM]	-8%	29%[38.3 µM]	6%	0.0%	-2%	-1%
O=C(Nc1cccc(-c2csc(Nc3ccc(Cl)cc3)n2)c1)c1cccc(C(F)(F)F)c1
    -59%	x	x	18%	-1.7%	-1%	x
COCC(=O)N1CCC2(CCCN(Cc3ccccc3)C2)CC1
    x	2%	33%[activator]	x	x	2%	x
Cc1ccc(/C=C\c2nccc3c2[nH]c2ccccc23)cc1
    -56%	-1%	9%	u	131%	u	-3%[46 µM]
c1cncc(-c2nnc(-c3cccs3)o2)c1
    -8%[46.1 µM]	-2%	1%[38.3 µM]	-1%	0.7%	1%	2%
Cc1ccc(Nc2nc(N3CCOCC3)c3ccccc3n2)cc1
    -15%[46.1 µM]	-5%	13%[38.3 µM]	-1%	1.4%	5%	u
CC1CCN(c2nnc(N3CCC(C)CC3)c3ccccc23)CC1
    27%	x	-5%	14%	-1.0%	5%	x
O=C(CN1C(=O)C2C3C=CC(C3)C2C1=O)N1CC=C(c2ccccc2)CC1 (centres undefined)
    2%[46.1 µM]	-3%	-20%[38.3 µM]	1%	-0.3%	6%	7%
O=C(Cc1ccc([N+](=O)[O-])cc1)N1N=C(c2ccncc2)CC1(O)C(F)(F)F (centres undefined)
    -10%	1%	u	1%	-0.1%	-4%	-4%[46 µM]
O=C(c1ccc(S(=O)(=O)N2CCOCC2)cc1)N1CCOCC1
    -20%	-1%	1%	2%	-1.6%	6%	x
COc1cc(C)ccc1OCCOCCOc1ccccc1Br
    -16%[46.1 µM]	-4%	12%[38.3 µM]	17%	-1.2%	6%	-3%
CC(C(=O)NCC1CCCO1)n1cc([N+](=O)[O-])cn1 (centres undefined)
    23%	-2%	13%	5%	0.0%	4%	-22%[46 µM]
CCCCn1c(CCn2nc(C)c(Br)c2C)n[nH]c1=S
    -8%[46.1 µM]	-5%	0%[38.3 µM]	-5%	-3.2%	-27%	-3%
C/C(=N\NC(=O)c1cccnc1)c1ccc(-n2ccnc2)cc1
    5%	6%	21%	28%	-1.0%	5%	x
NC(=O)NC(=O)COC(=O)c1ccccc1OCc1ccc(F)cc1
    4%	x	x	10%	-1.7%	-7%	x
O=c1cc(N2CCc3ccccc32)[nH]c(=O)n1-c1ccccc1
    -4%	2%	8%	0%	-1.0%	5%	-12%
O=C(O)c1c[nH]c2ccc(F)cc2c1=O
    7%	1%	-9%	-1%	1.3%	2%	x
CC(=O)N1c2ccccc2NC2=C(C(=O)CCC2)C1c1ccc(F)cc1 (centres undefined)
    -10%[46.1 µM]	-4%	-7%[38.3 µM]	5%	-1.1%	13%	1%
NC(=O)NC(=O)CC1S/C(=N/N=C2/NC(=O)CS2)NC1=O (centres undefined)
    12%	0%	6%	-1%	6.1%	-6%	-11%[46 µM]
CCc1ccc(NC(=O)CSc2nc3ccsc3c(=O)n2CCCCCC(=O)O)cc1
    -27%	0%	-7%	-1%	1.6%	1%	28%[9.22 µM]

Assay outcomes: PubChem BioAssay, National Center for Advancing Translational Sciences (NCATS)
